# Growth percent in the NCI-60 one-dose screen (48 h, 10 µM unless noted): 100 = growth as untreated, 0 = no growth, -100 = all killed.
# SF-539: SF-539 CNS cancer; 6.8% of 81,000 active; AID 1794752
# SNB-75: SNB-75 CNS cancer; AID 1794750; 5% of 79,000 active
# SNB-19: SNB-19 CNS cancer cells | 2.5% of 81,000 active
# ACHN: ACHN renal cancer; 4.9% of 81,000 active; AID 1794771
# SF-268: SF-268 CNS cancer cells; 3.1% of 82,000 active
# A498: A498 renal cancer cells; AID 1794774; 5.4% of 76,000 active
# RXF 393: RXF 393 renal cancer cells; AID 1794773; 6.9% of 77,000 active
# CAKI-1: CAKI-1 renal cancer; 4.7% of 75,000 active; AID 1794772
# * = called active by the depositor; nt = no result given; [ ] = dose if it differs, or a comment. The calls were made as follows: active = growth percent below 10; inactive = the rest.
# The opening 7 entries as a preview:
SMILES,SF-539,SNB-75,SNB-19,ACHN,SF-268,A498,RXF 393,CAKI-1
O=C(COc1ccc(/C=C2/C(=O)Nc3ccc(Cl)cc32)cc1)Nc1ccc(F)c(Cl)c1,99,104,101,108,110,100,108,93
CC/C(Cc1ccccc1)=C(\c1ccc(OCCN(C)C)cc1)c1ccc(OC(=O)NCc2ccccc2)cc1,97,70,94,97,79,89,84,nt
CCCCCCCCCCCCCCCC[N+]1(CC2CO2)CCOCC1 (centres undefined),93,85,103,101,94,100,95,96
CCOC(=O)c1c(-c2ccc(OC)cc2)c(C#N)c2c(C#N)c(N)nn2c1N,25,43,31,53,40,-8.0*,60,40
O=[N+]([O-])CC(O)c1ccccc1Cl (centres undefined),88,nt,97,101,109,103,113,111
CCN(CC)c1ccc(NC(=O)c2cccs2)cc1,96,75,99,88,98,82,92,77
CCCC(CCC)C(=O)O,nt,118,108,92,110,104,122,96

# The listing, from the first entry:
SMILES,SF-539,SNB-75,SNB-19,ACHN,SF-268,A498,RXF 393,CAKI-1
O=C(COc1ccc(/C=C2/C(=O)Nc3ccc(Cl)cc32)cc1)Nc1ccc(F)c(Cl)c1,99,104,101,108,110,100,108,93
CC/C(Cc1ccccc1)=C(\c1ccc(OCCN(C)C)cc1)c1ccc(OC(=O)NCc2ccccc2)cc1,97,70,94,97,79,89,84,nt
CCCCCCCCCCCCCCCC[N+]1(CC2CO2)CCOCC1 (centres undefined),93,85,103,101,94,100,95,96
CCOC(=O)c1c(-c2ccc(OC)cc2)c(C#N)c2c(C#N)c(N)nn2c1N,25,43,31,53,40,-8.0*,60,40
O=[N+]([O-])CC(O)c1ccccc1Cl (centres undefined),88,nt,97,101,109,103,113,111
CCN(CC)c1ccc(NC(=O)c2cccs2)cc1,96,75,99,88,98,82,92,77
CCCC(CCC)C(=O)O,nt,118,108,92,110,104,122,96
COc1ccc(C(=O)C(CN(C)C)c2ccc(OC)cc2)cc1 (centres undefined),79,65,91,54,60,64,56,74
COC(=O)[C@]12CC[C@@H](C)[C@H](C)[C@@H]1C1=CC[C@@H]3[C@@]4(C)CC(=O)[C@H](OC(=O)c5ccco5)[C@@]5(C)COC(=C45)C[C@@]3(C)[C@]1(C)CC2,39,42,40,26,41,13,45,29
O=C(Nc1c(F)cccc1F)c1cc2cc(Nc3nc(-c4ccccc4)nc4ccccc34)ccc2oc1=O,102,94,74,98,95,88,111,99
CCCCSc1nc(N/N=C/c2cc(Cl)ccc2O)c(C#N)c(-c2ccc(Cl)cc2)n1,97,103,nt,78,62,105,96,76
C(=Nc1cccc2ccccc12)c1ccc2c(c1)OCO2,91,87,103,105,88,81,94,93
O=C(c1cccc(C(F)(F)F)c1)c1cnccc1NC1CCCCCC1,82,100,81,75,88,69,69,64
COc1ccc(NC(=O)CSc2nnc(-c3ccc4nc(-c5ccc(Cl)cc5)[nH]c4c3)o2)cc1OC,99,132,107,102,109,137,nt,99
O=C1C=C(N2CCOCC2)c2cccc3cccc1c23,95,84,88,101,113,86,95,72
C=CCn1c(C)nc2cc(Nc3nc(N4CCN(C)CC4)nc4ccccc34)ccc21,95,95,93,103,96,75,106,92
CC(C)C=C(C(=O)O)C(=O)O,100,nt,95,109,120,90,121,100
O=C1c2cccnc2C(=O)c2c1c(C(=O)OCCN1CCOCC1)c1ccccn21,nt,-14*,3.6*,7.9*,13,-30*,11,14
COC(CC(F)F)c1ccc(-c2ccccc2)cc1 (centres undefined),99,89,101,102,101,101,104,90
COc1ccc(/C=C/C(=O)c2c(C)nc3ccccc3c2/C=C/c2ccccc2)cc1,103,76,87,80,84,106,79,60
O=C(CCN1CCCC1)Nc1ccc2c(NCCc3ccccc3)c3ccccc3nc2c1,-67*,-71*,-18*,11,-55*,nt,-48*,4.5*
COc1cc(CNS(=O)(=O)c2ccc(C)cc2)ccc1OCc1cn(-c2ccccc2Cl)nn1,93,68,89,100,86,49,91,79
CCOC(=O)c1[nH]cc2c1CCc1sc(N)nc1-2,91,103,110,105,80,73,109,92
CCC(c1ccc(OC)cc1)C(CC)c1ccc(OCC[N+](C)(C)C)cc1 (centres undefined),42,40,19,91,41,93,100,99
COc1ccc(-c2c[nH]c(C(=O)NCCO)c2-c2cc(OC)cc(OC)c2)cc1,95,79,95,91,97,75,100,69
COC(=O)C(Cc1cn(-c2ccc3oc(=O)ccc3c2)nn1)(Cc1cn(-c2ccc3ccc(=O)oc3c2)nn1)C(C)=O (centres undefined),100,88,100,100,96,75,102,96
C#C[C@@]1(O)[C@@H](CO)O[C@@H](n2cc(Br)c3c(Cl)ccnc32)[C@@H]1O,18,36,37,nt,62,-20*,-16*,nt
O=C(O)COc1cccc(C(=O)/C=C/c2ccc(F)cc2)c1,103,95,101,101,103,nt,117,94
CCn1c(C)nc2cc(N)ccc21,103,100,nt,107,104,84,102,100
Cc1cccc(-c2nc(Nc3cccc(S(N)(=O)=O)c3)c3ccccc3n2)c1,-9.9*,80,51,38,46,48,29,47
COc1ccc(C(=O)/C=C/c2c(C)nn(-c3ccccc3)c2N2CCOCC2)cc1,88,68,84,77,83,77,77,nt
NC1CCC(Nc2nc(NCc3cc(Cl)ccc3O)c3ncn(C4CCCC4)c3n2)CC1 (centres undefined),-62*,-86*,9.9*,-6.0*,-23*,-67*,-59*,9.6*
Cc1nc2ccc(CN(C)c3ccc(C(=O)N[C@@H](CCC(=O)O)C(=O)O)s3)cc2c(=O)[nH]1,6.0*,43,43,34,26,21,32,28
COC(=O)C1C2CC3c4[nH]c5cc(OC)ccc5c4CCN3CC2CC(OC(=O)CCc2cc(OC)c(OC)c(OC)c2)C1OC (centres undefined),95,86,94,91,80,106,nt,87
Cc1nc(NCc2ccco2)nc(N2CCOCC2)c1Br,94,81,98,102,95,85,100,91
COC(=O)C1(C2CCc3cc(OC)ccc3C2=O)NC(=S)NC(=O)C1C#N (centres undefined),101,92,104,110,102,124,110,93
N#CCN(CC#N)CC#N,112,77,107,112,118,nt,120,98
CCNC(=O)Oc1ccc(/C(=C(/C)c2ccccc2)c2ccc(OCCN3CCCCCC3)cc2)cc1,-75*,-0.7*,13,19,32,27,-7.4*,8.8*
COc1cc(C(=O)OCCCN2CCOCC2)cc(OC)c1OC,103,97,100,106,102,98,122,97
COS(=O)(=O)CCC(=O)Nc1cc(C(=O)Nc2cc(C(=O)NCCC(=O)NC3C(O)C(O)C(CO)O[C@@H]3O)n(C)c2)n(C)c1 (some centres undefined),94,89,101,105,99,83,108,93
CC(=O)Oc1ccc(C2(c3ccc(OC(C)=O)cc3)OC(=O)c3ccccc32)cc1,118,118,112,113,106,88,114,103
COC(=O)CNC(=O)[C@@H](OC)[C@@H]1Cc2cc3cc(OC4CC(OC5CC(O)C(O)C(C)O5)C(O)C(C)O4)c(C)c(O)c3c(O)c2C(=O)[C@H]1OC1CC(OC2CC(OC3CC(C)(O)C(O)C(C)O3)C(O)C(C)O2)C(O)C(C)O1 (some centres undefined),-29*,-52*,9.4*,-1.4*,21,-74*,-75*,44
COc1cccc(Nc2ncnc3cc(NC(=O)CCl)ccc23)c1,-89*,-80*,-39*,-98*,-58*,-5.6*,-90*,-97*
Nc1cc(C(=O)O)c(-c2cc(O)c(N)cc2C(=O)O)cc1O,100,86,104,107,100,87,110,110
Cc1c(C(=O)NNC(=O)c2ccc(Cl)cc2)nnn1-c1ccc(Cl)cc1,100,84,95,103,105,105,93,87
CCCCCCCCCCCCCC(N)=O,103,97,100,97,108,114,96,92
C=CCCC1(C)NC(=O)NC1=O (centres undefined),104,89,100,112,98,88,121,93
Cc1ccc(Nc2c(C(N)=O)cnc3ccc(C(=O)/C=C/c4ccc(Cl)cc4)cc23)cc1,101,88,nt,87,95,62,94,nt
COc1cc(C2CC(c3ccccc3)=NN2Cn2nnc3ccccc32)cc(OC)c1OC (centres undefined),93,76,97,97,110,90,95,81
O=C1C(=O)N(CCCCn2cc(CO)nn2)c2ccccc21,101,72,99,101,101,99,100,88
CCOC(=O)/C(C#N)=C/NCC1CC1,101,92,107,101,105,110,nt,102
COc1c2c(c(Br)c3c1C(CCc1ccccc1)N(C)CC3)OCO2 (centres undefined),-8.7*,64,37,30,46,82,73,36
CCc1nnc2sc(/C=C/c3cccc(C(F)(F)F)c3)nn12,102,109,91,106,101,96,107,96
Cc1cccc(N2CCC(=O)NC2=S)c1,97,93,99,107,99,107,115,101
C/C(=C(/c1ccc(Cl)cc1)c1ccc(OCCN2CCOCC2)cc1)c1ccc(Cl)cc1,107,91,106,109,101,97,130,89
C#CCn1c2c(c3ccccc31)C[C@]1(C)[C@H]3CC[C@@H]4[C@H]5[C@H]6OC(=O)[C@@]5(CCC6(C)C)CC[C@@]4(C)[C@]3(C)CC[C@H]1C2(C)C,99,88,97,103,101,105,119,85
Cc1cc(Nc2ccc(C)c(C)c2)nc(N)n1,99,82,111,104,93,99,101,88
N[C@H]1CC[C@@H](C(=O)O)C1,95,99,104,105,110,102,112,96
O=S1(=O)C[C@H](O)[C@H](O)CS1,93,78,103,98,114,112,103,99
O=S1(=O)CCC(N(Cc2ccc(F)cc2)S(=O)(=O)c2ncsc2-c2ccccc2)C1 (centres undefined),93,92,86,101,89,nt,95,87

# Later entries
SMILES,SF-539,SNB-75,SNB-19,ACHN,SF-268,A498,RXF 393,CAKI-1
O=[N+]([O-])c1cc2c(c3cccnc13)COCO2,99,73,108,107,103,81,122,102
FC(F)(F)C1(C2CCNCC2)N=N1,96,87,101,100,99,96,117,93
CCOC(=O)NC(C)(C)CC(C)(C)C,92,91,108,99,110,109,113,98
COc1ccccc1N=NC(C#N)C(N)=O (centres undefined),107,127,104,99,92,92,104,95
Cc1ccc(S(=O)(=O)/C(=C\c2ccc(Cl)cc2)C(=O)c2ccc(F)cc2)cc1,97,92,91,105,105,98,118,94
COC(=O)c1ccc(O)c(N)c1,97,90,102,102,110,93,102,88
CO[C@H](C(=O)[C@@H](O)[C@@H](C)O)[C@@H]1Cc2cc3cc(O[C@H]4C[C@@H](O[C@H]5C[C@@H](O)[C@H](O)C(C)O5)[C@H](O)C(C)O4)c(C)c(O)c3c(O)c2C(=O)[C@H]1O[C@H]1C[C@@H](O[C@H]2C[C@@H](O[C@H]3C[C@](C)(O)C(=O)C(C)O3)[C@@H](O)C(C)O2)[C@H](O)C(C)O1 (some centres undefined),0.4*,-66*,11,2.8*,16,-33*,-54*,1.1*
O=C(CCCN1CCC(O)(c2ccc(Br)cc2)CC1)c1ccc(F)cc1,78,68,78,72,83,82,50,82
CC(=O)c1c(O)c2ccccc2oc1=O,91,87,nt,100,94,96,98,97
O=C(O)COc1ccccc1F,97,94,107,108,107,102,92,93
CN1CCN(C(=O)[C@@]2(C)CC[C@]3(C)CC[C@]4(C)C(=CC[C@@H]5[C@@]6(C)CC[C@H](OC(=O)c7cccnc7)C(C)(C)[C@@H]6CC[C@]54C)[C@@H]3C2)CC1,60,90,20,78,85,92,60,nt
NC(=O)OC[C@H](N)C(=O)O,91[20 µM],82[20 µM],95[20 µM],107[20 µM],98[20 µM],100[20 µM],108[20 µM],94[20 µM]
NCCSSCCN,99,94,111,112,100,96,102,97
CCCCCCc1cc2cc(-c3csc(/C=C/c4ccccc4)n3)c(=O)oc2cc1O,-77*,3.1*,55,42,17,-25*,-9.7*,33
CCNC(=O)C(C)O (centres undefined),101,102,104,103,110,94,96,122
Nc1ccc(/C=C2\C=Cc3ccccc32)cc1,82,72,74,106,92,75,nt,nt
CC(=O)OC(C)C(=O)N(Cc1ccccc1)Cc1ccccc1 (centres undefined),100,89,99,102,101,83,104,nt
O=C1C=CC(=O)N1c1ccccc1N1C(=O)C=CC1=O,100,92,91,88,98,101,111,85
O=C(O)c1cn(C2CC2)c2cc(N3CCN(Cn4nc(-c5ccncc5)n(-c5ccccc5)c4=S)CC3)c(F)cc2c1=O,100,87,99,103,100,nt,107,94
CCC(C)C(N)C(=O)NC(CC(C)C)C(=O)N1CCCC1C(=O)NC(Cc1c[nH]c2ccccc12)C(=O)NC(CCCCN)C(=O)NC(Cc1c[nH]c2ccccc12)C(=O)N1CCCC1C(=O)NC(Cc1c[nH]c2ccccc12)C(=O)NC(Cc1c[nH]c2ccccc12)C(=O)N1CCCC1C(=O)NC(Cc1c[nH]c2ccccc12)C(=O)NC(CCCNC(=N)N)C(=O)NC(CCCNC(=N)N)C(N)=O (centres undefined),110,105,106,98,116,130,110,90
O=C(Cn1ccc(Nc2ccccc2)cc1=O)Nc1ccccc1C(=O)c1ccccc1,94,99,102,101,106,102,100,102
Nc1nnc(-c2c[nH]c3ncccc23)c(-c2c[nH]c3ccc(Br)cc23)n1,37,28,41,35,52,48,45,23
COc1ccc2nc3cc(Cl)ccc3c(Nc3ccc(C(=O)O)c(O)c3)c2c1,105,98,102,110,106,95,119,114
CNC(=O)OCC1OC(n2cnc3c(NC(=O)Nc4ccccc4)ncnc32)C(O[Si](C)(C)C(C)(C)C)C1O[Si](C)(C)C(C)(C)C (centres undefined),97,77,114,95,85,98,94,106
Fc1ccc(-c2nnc(Nc3ccc(C(F)(F)F)cc3)o2)cc1,106,96,102,107,105,104,116,94
O=C(O)/C=C/c1ccncc1,102,122,101,107,99,98,104,106

# Profiles, quoted from the list. Values in the order: SF-539	SNB-75	SNB-19	ACHN	SF-268	A498	RXF 393	CAKI-1
# `Nc1nnc(-c2c[nH]c3ncccc23)c(-c2c[nH]c3ccc(Br)cc23)n1` across the screens: 37	28	41	35	52	48	45	23
# `CC(=O)OC(C)C(=O)N(Cc1ccccc1)Cc1ccccc1` (centres undefined) across the screens: 100	89	99	102	101	83	104	nt

# Compound activity as filed in PubChem.
